mut p53 react: mutant p53 pathway re-activators, primary screen, cell-based, SW480, luciferase, single point, HTS; SW480 PUMA-promoter luciferase, p53 mutant reactivation; activation, % at 9.98 µM; 28,000 compounds, 1.5% hits; AID 624151, 2012; in the data active means activation above about 52%
STK33 inh: STK33 kinase inhibitors, primary screen, biochemical, luminescence, ADP-Glo, MBP substrate | Serine/threonine-protein kinase 33 (Homo sapiens), Q9BYT3 | inhibition, % at 12.5 µM | 27,000 compounds, 0.44% hits | AID 2322, 2010; in the data active means inhibition above about 20%
Target sequence (Q9BYT3 whole entry, looked up): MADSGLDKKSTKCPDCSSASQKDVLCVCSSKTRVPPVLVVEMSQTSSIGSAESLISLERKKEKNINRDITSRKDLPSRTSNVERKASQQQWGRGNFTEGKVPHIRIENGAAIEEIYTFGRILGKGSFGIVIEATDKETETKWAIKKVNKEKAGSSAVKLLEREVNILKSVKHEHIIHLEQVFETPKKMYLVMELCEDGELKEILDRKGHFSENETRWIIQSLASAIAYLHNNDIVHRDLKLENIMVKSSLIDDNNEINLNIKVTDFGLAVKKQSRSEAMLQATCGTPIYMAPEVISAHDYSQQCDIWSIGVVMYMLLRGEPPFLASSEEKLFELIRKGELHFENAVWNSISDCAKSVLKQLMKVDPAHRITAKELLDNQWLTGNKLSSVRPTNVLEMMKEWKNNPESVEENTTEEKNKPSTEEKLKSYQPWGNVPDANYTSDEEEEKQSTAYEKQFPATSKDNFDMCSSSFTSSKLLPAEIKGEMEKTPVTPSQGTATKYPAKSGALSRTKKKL
The depositor's hits bear a star; nt = no result given. An excerpt. The share of hits here may be higher or lower than overall.

SMILES | mut p53 react | STK33 inh
C[C@@H]1CN([C@H](C)CO)C(=O)c2cccc(NS(=O)(=O)c3ccccc3)c2O[C@H]1CN(C)C(=O)NC1CCCCC1 | 1.7 | nt
COc1ccc(NC(=O)Nc2ccc3c(c2)CC(=O)N([C@@H](C)CO)C[C@H](C)[C@H](CN(C)S(C)(=O)=O)O3)cc1 | nt | 3.6
C=CCN1CCc2nc(N)sc2CC1 | nt | -6.0
COc1cccc(NC(=O)CC2COc3ccccc3O2)c1 (stereo not drawn) | 23.4 | 1.0
COc1ccc(NC(=O)CN(c2cc(C)ccc2OC)S(C)(=O)=O)cc1Cl | -5.7 | 0.6
CC(C)NC(=O)N(C)C[C@@H]1Oc2ccc(NC(=O)CCN3CCOCC3)cc2C(=O)N([C@H](C)CO)C[C@@H]1C | 5.3 | 0.7
O=c1c2ccccc2nc(/C=C/c2cc(Br)ccc2O)n1CCCO | -39.9 | 1.0
C[C@H]1CN([C@@H](C)CO)C(=O)c2cc(NS(=O)(=O)c3ccccc3)ccc2O[C@@H]1CN(C)Cc1ccc(Oc2ccccc2)cc1 | nt | 0.2
C[C@@H]1CN([C@@H](C)CO)C(=O)c2cc(NC(=O)Nc3cccc4ccccc34)ccc2O[C@@H](C)CCCCO[C@@H]1CN(C)C(=O)CCCN(C)C | 7.1 | nt
COCCOC(=O)N1C(=O)[C@@]2(c3cc(C#CCC(C(=O)OC)C(=O)OC)ccc31)[C@H](C(=O)N1CCN(c3ncccn3)CC1)[C@H]1C(=O)O[C@H](c3ccccc3)[C@H](c3ccccc3)N1[C@@H]2c1ccccc1OCCO | nt | 0.6
Cc1ccccc1-c1nc(SCC(=O)Nc2sc3c(c2C#N)CCCC3)n[nH]1 | 12.1 | 2.4
Cc1c(CCC(=O)O)c(=O)oc2cc(OCc3ccc(Br)cc3)ccc12 | 7.5 | 1.5
c1ccc(COc2ccc(Oc3nc(N4CCOCC4)nc(N4CCOCC4)n3)nn2)cc1 | -9.9 | 1.1
CN(C)c1ccc(-c2[nH]c(=S)[nH]c(=O)c2C#N)cc1 | 11.6 | nt
COc1ccc2cc([C@H](C)CO)ccc2c1 | nt | 2.7
C[C@H](CO)N1C[C@H](C)[C@H](CN(C)C(=O)C2CCCCC2)OCc2cn(nn2)CCCC1=O | nt | -2.6
Cc1noc(C)c1NC(=O)N(C)C[C@@H]1OCCCC[C@H](C)Oc2ccc(NS(=O)(=O)c3cccs3)cc2C(=O)N([C@H](C)CO)C[C@@H]1C | -3.9 | nt
C[C@H]1CN([C@@H](C)CO)C(=O)CCCn2nncc2CO[C@@H]1CN(C)Cc1cccc(C(F)(F)F)c1 | nt | -5.9
C[C@H]1CN([C@@H](C)CO)C(=O)Cc2cc(NC(=O)Cc3ccccc3)ccc2O[C@H]1CN(C)Cc1ccccc1 | nt | 2.2
Cc1ccc(-c2nc3ccccc3c(=O)n2CCCn2ccnc2)cc1 | 9.6 | 1.4
C[C@@H]1CN([C@H](C)CO)C(=O)CCCn2cc(nn2)CO[C@H]1CN(C)S(=O)(=O)c1cn(C)cn1 | 1.5 | -0.8
COc1ccc2c(c1)cc(C)c1nnc(SCC(=O)Nc3cccc(C(C)=O)c3)n12 | -18.7 | 2.4
C[C@H]1CN([C@@H](C)CO)C(=O)Cc2cc(NC(=O)CCC(F)(F)F)ccc2O[C@H]1CN(C)Cc1ccc(Oc2ccccc2)cc1 | nt | 1.4
C=C1C(=O)OC2CC1C(OC(C)=O)C/C(C)=C\CC/C(C)=C\CC[C@]2(C)O (stereo partly drawn) | nt | 2.1
CN(CC(=O)Nc1c(F)cccc1F)S(=O)(=O)c1ccc(Cl)cc1 | -20.3 | 0.2
COc1ccc(S(=O)(=O)N(C)CC(=O)Nc2cccc([N+](=O)[O-])c2)cc1Cl | 0.6 | 0.0
Cc1ccc(NC(=O)Cn2cc([N+](=O)[O-])cn2)cc1Cl | 34.4 | 0.7
C[C@H]1CN([C@@H](C)CO)C(=O)Cc2cc(N(C)C)ccc2O[C@H]1CN(C)Cc1ccc(Cl)c(Cl)c1 | nt | -0.4
C[C@H]1CCCCO[C@@H](CN(C)Cc2ccncc2)[C@@H](C)CN([C@@H](C)CO)C(=O)c2cc(NC(=O)c3ccncc3)ccc2O1 | -2.4 | nt
CC1CC[C@@]2(OC1)O[C@H]1CC3C4CC=C5C[C@@H](O[C@@H]6O[C@H](CO)[C@@H](O)[C@H](O)[C@H]6O)CC[C@]5(C)C4CC[C@]3(C)[C@@]1(O)[C@@H]2C (stereo partly drawn) | 11.8 | -12.1
C[C@@H]1CN([C@H](C)CO)C(=O)c2cccc(NS(=O)(=O)c3ccccc3)c2O[C@H]1CN(C)C(=O)Nc1ccc2c(c1)OCO2 | 8.3 | nt
COc1ccc(S(=O)(=O)Nc2ccc3c(c2)C(=O)N([C@H](C)CO)C[C@H](C)[C@@H](CN(C)C(=O)Nc2ccc4c(c2)OCO4)OCCCC[C@@H](C)O3)cc1 | nt | -0.5
COC(=O)C[C@H]1C[C@@H]2c3cc(NC(=O)c4ccc5c(c4)OCO5)ccc3O[C@@H]2[C@@H](CO)O1 | -0.6 | nt
C[C@H](CO)N1C[C@H](C)[C@@H](CN(C)C(=O)Nc2ccc(F)cc2)Oc2ccc(NC(=O)Nc3cccc4ccccc34)cc2C1=O | nt | -0.6
Cc1noc(C)c1NC(=O)N(C)C[C@@H]1Oc2c(cccc2N(C)C)C(=O)N([C@H](C)CO)C[C@H]1C | 7.3 | nt
CC(/C=C/C1(O)C(C)CC(O)CC1(C)C)OC1OC(CO)C(O)C(O)C1O (stereo not drawn) | 2.2 | 0.0

Ordered by molecular weight (largest number first): part of the list above
SMILES | mut p53 react | STK33 inh
COc1ccc(S(=O)(=O)Nc2ccc3c(c2)C(=O)N([C@H](C)CO)C[C@H](C)[C@@H](CN(C)C(=O)Nc2ccc4c(c2)OCO4)OCCCC[C@@H](C)O3)cc1 | nt | -0.5
COC(=O)C[C@H]1C[C@@H]2c3cc(NC(=O)c4ccc5c(c4)OCO5)ccc3O[C@@H]2[C@@H](CO)O1 | -0.6 | nt
CC(/C=C/C1(O)C(C)CC(O)CC1(C)C)OC1OC(CO)C(O)C(O)C1O (stereo not drawn) | 2.2 | 0.0

Structures above with a Cl atom:
SMILES | mut p53 react | STK33 inh
COc1ccc(NC(=O)CN(c2cc(C)ccc2OC)S(C)(=O)=O)cc1Cl | -5.7 | 0.6
CN(CC(=O)Nc1c(F)cccc1F)S(=O)(=O)c1ccc(Cl)cc1 | -20.3 | 0.2
COc1ccc(S(=O)(=O)N(C)CC(=O)Nc2cccc([N+](=O)[O-])c2)cc1Cl | 0.6 | 0.0
Cc1ccc(NC(=O)Cn2cc([N+](=O)[O-])cn2)cc1Cl | 34.4 | 0.7
C[C@H]1CN([C@@H](C)CO)C(=O)Cc2cc(N(C)C)ccc2O[C@H]1CN(C)Cc1ccc(Cl)c(Cl)c1 | nt | -0.4

New compounds follow:
SMILES | mut p53 react | STK33 inh
Cc1[nH]c2ccccc2c1C(=O)CSc1nc2sc3c(c2c(=O)n1-c1ccccc1)CCC3 | 3.0 | 1.3
COc1ccc(CN(C)C[C@H]2Oc3ccc(NC(=O)CCN4CCOCC4)cc3C(=O)N([C@@H](C)CO)C[C@H]2C)cc1 | 0.9 | nt
Cc1ccc(C(=O)COc2cc(C)nc3nncn23)cc1 | 0.9 | nt
C[C@@H]1CN([C@@H](C)CO)C(=O)c2cc(NC(=O)CCC(F)(F)F)ccc2O[C@@H](C)CCCCO[C@H]1CN(C)S(=O)(=O)c1ccccc1 | -10.1 | nt
C[C@@H]1CN([C@@H](C)CO)C(=O)Cc2cc(NS(C)(=O)=O)ccc2O[C@H]1CN(C)S(=O)(=O)c1cn(C)cn1 | -0.8 | nt
CCOc1ccccc1NC(=O)CSc1cc(C)c2cccc(C)c2n1 | -7.6 | 1.0
O=C(O)C1=C[C@H](c2ccc3c(c2)Cc2ccccc2-3)C[C@H](OCc2ccc(CO)cc2)O1 | nt | -5.5
C[C@@H]1CN([C@H](C)CO)S(=O)(=O)c2ccc(C#C[C@@H](C)O)cc2O[C@@H]1CN(C)C(=O)CN(C)C | -0.1 | nt
C[C@@H]1CN([C@@H](C)CO)C(=O)c2cccc(NC(=O)c3ccc(-c4nccs4)cc3)c2O[C@@H]1CN(C)CC1CC1 | 6.3 | nt
CC(C)=CCc1c(O)cc(O)c2c1OC(c1ccccc1)CC2=O (stereo not drawn) | -4.4 | -2.9
CC(=O)N1CCN(C)CC1 | -7.6 | nt
O=C1O[C@H](c2ccccc2)[C@H](c2ccccc2)N2[C@H]1[C@@H](C(=O)O)[C@]1(C(=O)Nc3ccc(C#CCCO)cc31)[C@H]2c1ccccc1OCCO | nt | 0.6
C=C(C)C(O)C(O)c1c(OC)ccc2ccc(=O)oc12 (stereo not drawn) | -5.2 | -4.4
Cc1cc(=O)[nH]c(SCCOc2cccc(Br)c2)n1 | 8.3 | -2.4
C[C@@H]1CCCCO[C@H](CN(C)Cc2ccccc2)[C@H](C)CN([C@H](C)CO)C(=O)c2cc(NC(=O)CCC(F)(F)F)ccc2O1 | -7.2 | nt
Cc1noc(C)c1NC(=O)Nc1cccc2c1O[C@@H](CN(C)Cc1ccc(C(=O)O)cc1)[C@@H](C)CN([C@@H](C)CO)C2=O | 2.8 | nt
C[C@H]1CN([C@@H](C)CO)C(=O)CCCn2cc(nn2)CO[C@H]1CN(C)C(=O)CCCN(C)C | 28.8 | -0.3
CC(C)NC(=O)Nc1ccc2c(c1)C(=O)N([C@H](C)CO)C[C@@H](C)[C@H](CN(C)S(=O)(=O)c1cn(C)cn1)OCCCC[C@@H](C)O2 | 0.8 | nt
CN(Cc1nc(-c2cccnc2)no1)S(=O)(=O)c1ccc2ccccc2c1 | -11.7 | -0.7
CNC[C@@H]1Oc2ccc(NS(=O)(=O)c3ccc(Cl)cc3)cc2CC(=O)N([C@H](C)CO)C[C@@H]1C | 10.2 | 0.1
C[C@H]1CN([C@@H](C)CO)C(=O)Cc2cc(NC(=O)Cn3cnnn3)ccc2O[C@@H]1CN(C)S(=O)(=O)c1ccc(F)cc1 | nt | 1.8
C[C@@H]1CN([C@@H](C)CO)C(=O)c2cccc(NS(=O)(=O)c3cccs3)c2O[C@H]1CN(C)Cc1ccc(C(F)(F)F)cc1 | -1.4 | nt
C[C@H](CO)N1C[C@H](C)[C@@H](CN(C)C(=O)Nc2ccnc(N3CCOCC3)c2)OCc2cnnn2CCCC1=O | nt | 1.5
CCc1ccccc1NC(=O)CSc1nnc(-c2cccc(C)c2)n1C | 3.4 | 1.3
Cc1ccc(NC(=O)C(C)Oc2ccc(Br)cc2)c([N+](=O)[O-])c1 (stereo not drawn) | 33.0 | 1.7
C[C@@H]1CN([C@@H](C)CO)C(=O)CCCn2nncc2CO[C@@H]1CN(C)C(=O)C1CC1 | nt | -0.1
C[C@H](CO)N1C[C@H](C)[C@H](CN(C)C(=O)Nc2ccc(N3CCCCC3)cc2)OCc2cn(nn2)CCCC1=O | 0.1 | -3.3
Cc1cc(C)nc(NS(=O)(=O)c2ccc(Nc3nc(-c4ccc(F)cc4)cs3)cc2)n1 | 34.8 | -4.0
C[C@H](CO)N1C[C@H](C)[C@H](CN(C)Cc2ccc(C(=O)O)cc2)Oc2ccc(NS(=O)(=O)c3ccc(Cl)cc3)cc2CC1=O | nt | -2.7
COc1ccc(C(=O)CSc2nnc(-c3ccc(OC)c(OC)c3)n2-c2ccccc2)cc1 | -36.3 | -2.2
CC(C)NC(=O)N(C)C[C@@H]1Oc2ccc(NS(=O)(=O)c3ccccc3)cc2C(=O)N([C@@H](C)CO)C[C@H]1C | 2.5 | nt
O=C(O)CNC(=O)c1ccc(S(=O)(=O)N2CCCC2)cc1 | -17.9 | 0.5
COc1ccccc1NC(=O)CSc1nnc(-c2ccccc2Cl)n1-c1ccccc1 | 17.1 | -0.6
C[C@H]1CN([C@@H](C)CO)C(=O)Cc2cc(NC(=O)CCN3CCOCC3)ccc2O[C@@H]1CN(C)Cc1ccc(Cl)c(Cl)c1 | nt | 0.3
C[C@H](CO)N1C[C@H](C)[C@H](CN(C)C(=O)Nc2ccccc2)Oc2ncc(-c3cccc(C(F)(F)F)c3)cc2C1=O | 0.5 | -3.0
CCc1cc2c(c(CC)n1)CCC(=O)N2Cc1ccc(-c2ccccc2-c2nn[nH]n2)cc1 | 18.9 | nt
O=C(NCCCn1ccnc1)c1cc2c(s1)CCCC2 | -13.8 | -4.7
O=C(CSc1nc2ccc(NC(=O)c3ccccc3Br)cc2s1)Nc1ccccc1 | -19.6 | 1.8
C[C@H](CO)N1C[C@H](C)[C@@H](CN(C)Cc2cncnc2)Oc2ncc(-c3cccc(C#N)c3)cc2C1=O | 9.0 | nt
C[C@H](CO)N1C[C@H](C)[C@H](CN(C)Cc2cccc(F)c2)Oc2ncc(Br)cc2C1=O | 10.8 | nt
C[C@@H]1CN([C@H](C)CO)C(=O)c2cc(C#CC3CC3)cnc2O[C@@H]1CN(C)Cc1cccc(C(=O)O)c1 | 8.6 | nt
COc1ccc(Cl)cc1NC(=O)CSc1nnc(-c2ccc(Cl)c(Cl)c2)n1C | 1.7 | -0.9
C[C@@H]1CN([C@H](C)CO)S(=O)(=O)c2ccc(C#CC3(O)CCCC3)cc2O[C@@H]1CN(C)C(=O)Nc1ccccc1 | 3.8 | nt
C[C@H]1CCCCO[C@@H](CN(C)C(=O)Nc2ccccc2)[C@@H](C)CN([C@@H](C)CO)C(=O)c2cc(NS(C)(=O)=O)ccc2O1 | 0.5 | nt
CC1(C)CC(=O)c2cc(C(=O)NCc3ccco3)c(=O)n(-c3ccc(Cl)cc3)c2C1 | -6.3 | -1.9
C/C(=C\CCC1(C)C2CCC(C2)C1(C)O)C(=O)O (stereo not drawn) | -15.4 | -2.7
